Screens as filed in PubChem BioAssay.
HIF activator = HIF pathway transcriptional activators, primary screen, cell-based, U2OS HRE-luciferase, luminescence; U2OS HRE-luciferase reporter; normalized: DMSO 0%, desferrioxamine 100%; activation, % at 7.5 µM (by protocol); 300,000 tested, 0.32% active; AID 1910, 2009;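 active = mean activation of at least 10% of the iron chelator positive control signal, with at least half of replicates also reaching 10%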
RGS4 pot = RGS4 potentiators or activators, primary screen, cell-based, HEK293 M3R inducible RGS4, calcium flux; carbachol calcium flux Fluo4; stronger effect = lower value; 310,000 tested, 0.92% active; AID 463111, 2010; B-score at 10 µM;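 active = B-score of the integrated calcium signal more than 4 SD below the library mean, with starting fluorescence not abnormally high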;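 note: negative B-score means reduced calcium response which marks RGS4 activation or potentiation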
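System: HEK293 FlpIn-TREx cells, stable M3R, doxycycline-inducible RGS4. Timing: overnight RGS4 induction, 30 min dye load 37 °C, 20 min compound RT. Also added: carbachol, ECmax concentration. Measured by: Fluo4 fluorescence kinetic imaging of calcium. Evaluation: integrated calcium ratio converted to B score.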
SKKanGAS inh = S. pyogenes SKKanGAS growth inhibitors in kanamycin, primary screen, streptokinase expression inhibitor project, SKKanGAS strain, BacTiter-Glo luminescence. 6 h. AID 1662, 2009. 300,000 tested, 1.3% active. inhibition, % at 7.5 µM;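 active = mean replicate score, as percent of positive control median, at least 50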;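 note: strain carries kanamycin resistance gene driven by streptokinase promoter and grows in 40 µg/ml kanamycin; loss of luminescence reflects streptokinase promoter inhibition or plain growth inhibition; 0% = median of DMSO wells and 100% = positive control at its reference dose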
MrgX1 antagonist = antagonists of human MrgX1 receptor, primary screen, HEK293 cells, Fluo-4 calcium flux. Mas-related G-protein coupled receptor member X1 (Homo sapiens), Q96LB2. BAM8-22 antagonism; stronger effect = lower value. B-score at 10 µM. 310,000 tested, 1.3% active. AID 588676, 2011;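 active = calcium-response B-score plate-corrected more than 3 library SD below zero, starting fluorescence within 5 deviations, no agonist response on first addition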;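 note: peak minus trough fluorescence over baseline after final BAM8-22 challenge near maximal dose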
MrgX1 ag = agonists of human MrgX1 receptor, primary screen, HEK293 cells, Fluo-4 calcium flux; Mas-related G-protein coupled receptor member X1 (Homo sapiens), Q96LB2; Fluo-4 calcium fluorescence, agonist mode; stronger effect = higher value; B-score at 10 µM; 310,000 tested, 0.44% active; AID 588627, 2011;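 active = calcium response B-score plate-corrected fluorescence ratio at least 3 library SD, with starting fluorescence B-score inside 5 SD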
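Material: HEK293 cells stably expressing human MrgX1 receptor | Quantity: 15,000 cells per well | Times: Cells plated overnight, dye loaded 0.5 h 37 °C, 0.5 h room temperature | Measured by: Kinetic Fluo-4 NW fluorescence of intracellular calcium | Control set: Positive and negative controls per plate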
TRPC6 inhibitor = mouse TRPC6 channel inhibitors, primary screen, cell-based, HEK293, membrane potential dye; Short transient receptor potential channel 6 (Mus musculus), Q61143; ACh-evoked depolarization; stronger effect = lower value; B-score at 10 µM; 310,000 tested, 1.1% active;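 active = B-score under library mean minus 3 SD, initial fluorescence not abnormally high, positive integrated signal ratio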;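 note: B-score derived from integrated fluorescence ratio over the kinetic read; more negative B-score means stronger inhibition of depolarization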
Target sequence (Q61143 whole entry, looked up): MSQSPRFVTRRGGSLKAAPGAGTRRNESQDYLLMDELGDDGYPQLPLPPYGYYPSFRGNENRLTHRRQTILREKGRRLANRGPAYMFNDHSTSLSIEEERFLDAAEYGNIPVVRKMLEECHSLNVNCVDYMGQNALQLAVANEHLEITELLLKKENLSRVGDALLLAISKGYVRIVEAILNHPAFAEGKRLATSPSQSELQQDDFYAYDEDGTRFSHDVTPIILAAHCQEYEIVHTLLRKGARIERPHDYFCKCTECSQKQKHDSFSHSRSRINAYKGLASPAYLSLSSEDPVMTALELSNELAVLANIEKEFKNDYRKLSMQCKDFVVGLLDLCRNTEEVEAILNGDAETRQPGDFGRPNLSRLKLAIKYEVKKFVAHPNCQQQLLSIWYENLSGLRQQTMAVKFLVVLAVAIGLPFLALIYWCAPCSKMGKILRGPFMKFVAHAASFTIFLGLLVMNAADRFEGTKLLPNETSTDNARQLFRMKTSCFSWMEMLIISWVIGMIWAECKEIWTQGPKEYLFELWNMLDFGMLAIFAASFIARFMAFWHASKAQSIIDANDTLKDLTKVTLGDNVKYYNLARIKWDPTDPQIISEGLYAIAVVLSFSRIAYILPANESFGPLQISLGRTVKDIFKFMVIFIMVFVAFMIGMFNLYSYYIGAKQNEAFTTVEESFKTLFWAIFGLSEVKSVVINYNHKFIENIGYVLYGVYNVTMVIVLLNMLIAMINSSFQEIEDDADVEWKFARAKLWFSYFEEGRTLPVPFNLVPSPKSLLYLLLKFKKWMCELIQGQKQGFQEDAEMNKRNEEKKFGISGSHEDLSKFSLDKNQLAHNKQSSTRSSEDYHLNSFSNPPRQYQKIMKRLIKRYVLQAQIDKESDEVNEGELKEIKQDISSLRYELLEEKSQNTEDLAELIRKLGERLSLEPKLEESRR
Platelet DG rel = inhibitors of platelet dense granule secretion, primary screen, cell-based, MLPCN, human platelets | human platelet-rich plasma, SFLLRN dense granule ATP release, luminescence | inhibition, %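 (compounds screened at 7.5 µM in platelet-rich plasma)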 | 300,000 tested, 0.22% active | AID 1663, 2009;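 active = mean replicate score, as percent of positive control, at or above 50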
TRPC4 block = inhibitors of mouse TRPC4 channel, primary screen, Fluo4 calcium, HEK293 TRPC4beta/mu-opioid cells; Short transient receptor potential channel 4 (Mus musculus), Q9QUQ5; DAMGO-evoked Fluo4 calcium flux; stronger effect = lower value; B-score at 10 µM; 300,000 tested, 0.39% active; AID 2247, 2010;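 active = B-score over 3 SD under the library average, no early fluorescence shift, positive overall ratio signal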
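Assay system: TRPC4beta/mu-opioid receptor HEK293 cell line; compound dosing: single concentration per test compound; detection: Fluo4 Ca2+ flux fluorescence; evaluation: per-well B score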
MrgX1 PAM = positive allosteric modulators of MrgX1, primary screen, HEK293 cells, Fluo-4 calcium flux; Mas-related G-protein coupled receptor member X1 (Homo sapiens), Q96LB2; FDSS; stronger effect = higher value; B-score at 10 µM; 310,000 tested, 0.63% active; AID 588675, 2011;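 active = plate-corrected calcium response at least 3 library SD above typical, normal starting fluorescence, not activating the receptor alone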;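 note: compound read alongside a low EC10 to EC30 dose of BAM8-22 agonist; peak minus trough fluorescence over baseline measured at the second addition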
RGS4 block = RGS4 inhibitors, primary screen, cell-based, HEK293 M3R inducible RGS4, calcium flux | AID 463165, 2010 | B-score at 10 µM | 310,000 tested, 0.45% active | Fluo-4 calcium flux; stronger effect = higher value; triggered by carbachol at its EC20 | Regulator of G-protein signaling 4 (Homo sapiens), P49798;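 active = B-score, a plate-corrected calcium signal, over three deviations above library mean, with baseline fluorescence within five deviations of library mean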;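 note: RGS4 expression induced by doxycycline in cells with stable M3 receptor; B-score is computed from the integrated fluorescence ratio over baseline after carbachol; higher B-score means a larger calcium signal and so more RGS4 inhibition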
Target sequence (P49798 whole entry, looked up): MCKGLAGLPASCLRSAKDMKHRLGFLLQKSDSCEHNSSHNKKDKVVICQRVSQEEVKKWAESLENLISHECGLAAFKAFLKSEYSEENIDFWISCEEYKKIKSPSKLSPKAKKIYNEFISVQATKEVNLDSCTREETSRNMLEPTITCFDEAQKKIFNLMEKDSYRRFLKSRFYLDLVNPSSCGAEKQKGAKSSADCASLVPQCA
TRPC6 activator = mouse TRPC6 channel activators, primary screen, cell-based, HEK293, membrane potential dye; HEK293-TRPC6 membrane potential dye fluorescence; stronger effect = higher value; B-score at 10 µM; 310,000 tested, 0.13% active;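 active = B-score of the integrated fluorescence ratio above library mean plus 3 SD, and starting fluorescence ratio within library mean plus 5 SD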;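 note: higher score means more depolarization so channel activation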
* marks the source's active call; other numbers are inactive results; i = inactive; . = not tested or not shown. No enrichment for hits; about 6.1% have a hit in one of these screens.

entry	mol	MrgX1 antagonist	TRPC4 block	RGS4 pot	TRPC6 activator	TRPC6 inhibitor	HIF activator	Platelet DG rel	SKKanGAS inh	RGS4 block	MrgX1 PAM	MrgX1 ag
1	COc1ccc(C(=O)Nc2c(Cl)cc(Cl)cc2C(=O)NCc2ccco2)cc1	i	i	i	i	i	0.4	-1	-1	i	i	i
2	COc1ccc(OC)c(CNC(=O)c2ccc(C)c(NC(=O)C3=C(C)OCCS3)c2)c1	i	i	i	i	i	-0.3	4	30	i	i	i
3	Cc1cccc(NC(=O)c2sc(NC(=O)COc3ccccc3)c(C#N)c2C)c1C	i	i	i	i	i	0.0	-4	6	i	i	i
4	COc1ccc(C(=O)Nc2ccccc2C(=O)NCCCn2ccnc2)cc1	.	i	i	i	i	-0.4	14	2	i	.	.
5	Cc1ccccc1OCCCSc1nc2ccccc2[nH]1	i	i	i	i	i	1.5	-4	-17	i	i	i
6	Cc1ccc2[nH]c3c(c2c1)CCC3=O	i	i	i	i	i	0.2	3	-15	i	i	i
7	CCCC(=O)NC(C)c1nc2ccccc2n1C(C)C (configuration not stated)	i	i	i	i	i	-0.3	-3	-4	i	i	i
8	O=C(Cc1ccccc1)Nc1nc(-c2cccc([N+](=O)[O-])c2)cs1	i	i	i	i	i	-0.4	-2	2	i	i	i
9	Cc1ccc(/C=N/N=C2/NC(=O)C(CC(=O)Nc3ccccc3)S2)o1 (configuration not stated)	i	i	i	i	i	0.0	-2	-11	i	i	i
10	Cc1cccc(C(=O)N[C@H](C(=O)OCC(=O)NC(=O)c2cccn2C)C(C)C)c1	i	i	i	i	i	0.0	-2	4	i	i	i
11	COC(=O)C1=C(C)N(Cc2ccc(OC)cc2)C(=O)C1	i	i	i	i	i	223*	-4	-3	i	i	i
12	O=C(CSCc1ccc(Cl)cc1)Nc1ccc(Br)cc1C(=O)O	i	i	i	i	i	1.1	5	24	i	i	i
13	O=C(CCc1nnc2n(Cc3ccc(F)cc3)c(=O)c3ccccc3n12)N1CCN(c2ccccn2)CC1	i	i	i	i	i	-0.5	4	16	i	i	i
14	O=C(Nc1c2c(nc3c1CCC3)CCCC2)c1ccccn1	i	i	i	i	i	-1.7	5	-2	i	i	i
15	COc1ccccc1Cn1c(=S)[nH]c2cc(C(=O)NCC(OC)OC)ccc2c1=O	i	i	i	i	i	-1.0	-2	11	i	i	i
16	CC1=CC(C)C2(CO)COC(c3ccccc3O)C1C2C (configuration not stated)	i	i	i	i	i	-1.2	3	-2	i	i	i
17	Cn1cc(C(=O)N/N=C/c2cccs2)c2ccccc21	i	i	i	i	i	1.3	-18	-4	i	i	i
18	Fc1ccc(N=c2ssnc2Cl)c(F)c1	i	i	i	i	i	0.0	0	-2	i	i	35*
19	COc1ccc(CC2S/C(=N/N=C/c3ccc(O)cc3)NC2=O)cc1 (configuration not stated)	i	i	i	i	i	0.6	1	2	i	i	i
20	Cc1ccc(/C=C/C(=O)OCC(=O)NCCN2C(=O)CSC2=O)cc1	i	i	i	i	i	0.1	-1	-10	i	i	i
21	CC1(c2ccccc2)NC(=O)N(CC(=O)Nc2ccc(Cl)c(S(=O)(=O)N3CCCCC3)c2)C1=O (configuration not stated)	i	i	i	i	i	0.1	25	5	i	i	i
22	COc1ccc(CNc2nnnn2C)c(OC)c1	i	i	i	i	i	-0.6	0	1	i	i	i
23	CC(O)C(O)C(O)C(O)/C=N/NC(=O)c1ccccc1 (configuration not stated)	i	i	i	i	i	1.2	2	-11	i	i	i
24	O=C(NCCCn1ccnc1)c1cc(-c2ccccc2)on1	i	i	i	i	i	36*	4	-4	i	i	i
25	Cc1cc(NC(=O)CSc2ncnc3ccccc23)no1	i	i	i	i	i	-0.1	-11	-2	i	i	i

Going on with the list.
entry	mol	MrgX1 antagonist	TRPC4 block	RGS4 pot	TRPC6 activator	TRPC6 inhibitor	HIF activator	Platelet DG rel	SKKanGAS inh	RGS4 block	MrgX1 PAM	MrgX1 ag
26	CN(CC(=O)NCCc1ccc(F)cc1)Cc1cccs1	i	i	i	i	i	0.7	-4	2	i	i	i
27	Cc1ccc(NS(=O)(=O)c2cc(N)ccc2Cl)c(C)c1	i	i	i	i	i	-0.1	-3	6	i	i	i
28	COc1ccc(C2=CSC3=NCCN23)cc1Cl	i	i	i	i	i	0.4	9	3	i	i	i
29	CSCCOC(=O)C1=C(C)NC(=O)CC1c1ccccc1Cl (configuration not stated)	i	i	i	i	i	0.1	4	-2	i	i	i
30	CCCCN(CCCC)CC(O)COc1ccc(Br)cc1 (configuration not stated)	i	i	i	i	i	-0.5	-2	-2	i	i	i
31	Cc1ccc(S(=O)(=O)NC2=NCN(CCOC(=O)c3ccc([N+](=O)[O-])cc3)CN2)cc1	i	i	i	i	i	3.3	25	-2	i	i	i
32	CCCCc1nnc(SCc2ccc(OCC)cc2)n1N	i	i	i	i	i	0.7	-1	-4	i	i	i
33	CCOc1ccc(-c2c(C(=O)N/N=C/c3ccc(OC)cc3)nnn2-c2nonc2N)cc1	i	i	i	i	i	-0.3	34	9	i	i	i
34	CCOC(=O)N1CCN(C(=O)Cn2ncn3nc(-c4cccs4)cc3c2=O)CC1	i	i	i	i	i	-0.1	-8	-2	i	i	i
35	COc1cc2c(cc1OC)C(c1ccccc1)N(S(C)(=O)=O)CC2 (configuration not stated)	i	i	i	i	i	28*	-5	0	i	i	i
36	Cc1ccc(S(=O)(=O)c2nnn3c2nc(N2CCN(c4ccccn4)CC2)c2ccccc23)cc1C	i	i	i	i	i	0.3	-1	15	i	i	i
37	CCOc1ccccc1NC(=O)C(NCC1(N2CCCCC2)CCCCC1)c1ccccc1 (configuration not stated)	i	i	i	i	i	-0.4	-7	9	i	i	i
38	CN(CCO)c1ccc(/C=N/Nc2nncc3ccccc23)cc1	i	i	i	i	i	0.5	76*	69*	i	i	i
39	CCn1nc(C)c(NC(=O)c2ccc(Br)o2)c1C	i	i	i	i	i	0.1	10	0	i	i	i
40	Cc1ccc(CN2CCc3c(OCC(=O)Nc4cc(C)ccc4C)cccc3C2=O)cc1	i	i	i	i	i	-0.3	6	15	i	i	i
41	C/C(=N/NC(=O)c1ccoc1C)c1cccc(NC(=O)C2CC2)c1	i	i	i	i	i	3.3	-8	3	i	i	i
42	CCC(C)Cn1c(S(=O)(=O)O)nc2ccccc21 (configuration not stated)	i	i	i	i	i	-0.5	-6	-13	i	i	i
43	CCOC(=O)/C=C1\NC2(CCCCC2)Cc2cc(OC)c(OC)cc21	i	i	i	i	i	-0.3	-3	-6	i	i	i
44	CCn1c2ccccc2c2nnc(SCC(=O)NCCOC)nc21	i	i	i	i	i	-0.4	9	-7	i	i	i
45	Cc1ccccc1C(=O)O/N=C(\c1ccccc1)c1ccccn1	i	i	i	i	i	-0.3	1	-2	i	i	i
46	Cc1nc(N2CCOCC2)nc(N2CCC(C)CC2)c1[N+](=O)[O-]	i	i	i	i	i	-0.6	-3	-12	i	i	i
47	COc1ccc(OC)c(NC(=O)NNC(=O)COc2ccc(-c3ccccc3)cc2)c1	i	i	i	i	i	-0.9	6	34	i	i	i
48	CNC(=O)c1sc(-c2ccc(Cl)cc2)nc1C	i	i	i	i	i	2.2	4	11	i	i	i
49	COc1cccc(CNC(=O)CCCn2ncn3c(cc4occc43)c2=O)c1	i	i	i	i	i	0.0	0	0	i	i	i
50	CC(C)(C)OC(=O)N/N=C/c1cc(N=Nc2ccccc2)ccc1O	i	i	i	i	i	-1.4	15	31	i	i	i

More entries:
entry	mol	MrgX1 antagonist	TRPC4 block	RGS4 pot	TRPC6 activator	TRPC6 inhibitor	HIF activator	Platelet DG rel	SKKanGAS inh	RGS4 block	MrgX1 PAM	MrgX1 ag
51	O=C(NCCCn1ccnc1)c1ccc(N2CCCCCC2)c([N+](=O)[O-])c1	i	i	i	i	i	-0.1	3	-9	i	i	i
52	CC1CC(=S)Nc2ccccc2N1C(=O)Nc1ccccc1 (configuration not stated)	i	i	i	i	i	.	-2	-3	i	i	i
53	O=C(CCCc1ccccc1)NC1CC1	i	i	i	i	i	2.6	8	4	i	i	i
54	Cn1cc(Cl)c(C(=O)N/N=C/c2ccc3c4c(cccc24)CC3)n1	i	i	i	i	i	2.8	17	3	i	i	i
55	CC(=O)C1=C(O)C(=O)N(Cc2ccccc2)C1c1ccco1 (configuration not stated)	i	i	i	i	i	-2.8	2	2	i	i	i
56	CC(C)(C)OC(=O)N1CCC(c2c(C(=O)O)cnn2-c2ccc(Cl)cc2)CC1	i	i	i	i	i	-0.4	-15	12	i	i	i
57	O=C(CN1C(=O)COc2ccccc21)NCCN1CCC(Cc2ccccc2)CC1	i	i	i	i	i	-0.2	11	-2	i	i	i
58	CN(C)CCCN(C(=O)C1COc2ccccc2O1)c1nc2ccc(F)cc2s1 (configuration not stated)	i	i	i	i	i	-0.1	0	2	i	i	i
59	CC(C)CNS(=O)(=O)c1cc(C(=O)N2CC(C)OC(C)C2)c(Cl)cc1Cl (configuration not stated)	i	i	i	i	i	-0.4	7	-2	i	i	i
60	CCN(Cc1ccccc1)C(=O)CSc1nncn1C	i	i	i	i	i	0.5	5	-2	i	i	i
61	CC(=O)Nc1ccc(S(=O)(=O)N2CCN(S(=O)(=O)N3CCC(C)CC3)CC2)cc1	i	i	i	i	i	0.1	0	-2	i	i	i
62	CN(c1ccccc1)S(=O)(=O)c1ccc(NC(=S)NC(=O)C2CC2)cc1	i	i	i	i	i	0.5	7	5	i	i	i
63	Cc1cccc(C)c1NC(=O)c1cc(S(=O)(=O)N2CCOCC2)ccc1F	i	i	i	i	i	-0.3	1	1	i	i	i
